From PubChem
Arr AP2 block – blocks beta-arrestin peptide binding to AP2 adaptin; AID 504490; FITC-arrestin peptide / GST-AP2 beads, flow cytometry; AP2 beta2 appendage carries R879A mutation; 340,000 tested, 0.31% active; inhibition, % at 10 µM;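 active = inhibition above a set limit, near 3 SD of compounds lacking own fluorescence, cut at about 54% in these data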;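 note: plate controls were DMSO wells for no effect and 5 µM unlabelled arrestin peptide for full effect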
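System: GST-AP2 R879A bound to glutathione beads, E. coli-expressed. Also added: 50 nM FITC-arrestin peptide. Schedule: compound with beads 12 min RT, then probe 1 h RT. Signal: bead flow cytometry, FITC channel. Read-out basis: percent response.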
dFosB act – enhances mouse delta FosB homodimer DNA binding. P13346. purified delta FosB, TAMRA-CDK5 oligo fluorescence polarization; percent of positive-control signal above neutral wells. activation, % at 25 µM. 340,000 tested, 0.99% active. AID 493131;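 active = mean activation above about 17%, with every replicate also reaching it, limit read from the data, passing the limit was not always enough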;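 note: fluorescence polarization rise as delta FosB binds a TAMRA Cdk5 AP-1 oligo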
Mot1-301 SUMO – blocks SUMOylation pathway, rescuing yeast Mot1-301 growth. growth rescue, % at 18.8 µM. 320,000 tested, 1% active. S. cerevisiae Mot1-301 growth rescue, ATP luminescence, 38.5C; percent above DMSO median, 100 means doubled;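 active = every valid replicate shows activation above 250% relative to neutral control wells; inactive = the rest, any valid replicate at or below 250%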;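 note: OY570 slx delta 5 strain wells were the positive control but not used for scaling; some compounds called inactive have numbers as strong as hits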
DSG3 Ab inh – blocks pemphigus antibody binding to human desmoglein-3 | 310,000 tested, 0.48% active | binding (percent of control), % at 10 µM | DSG3-coupled beads, scFv-anti-DSG3-GFP binding, flow cytometry; hits give low values | P32926;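 active = binding more than 3 SD below its plate's average and above zero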;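 note: hits lower antibody fragment binding to DSG3; some compounds called inactive have numbers as strong as hits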
Target sequence (P32926 whole entry, looked up, the tested form may be a part): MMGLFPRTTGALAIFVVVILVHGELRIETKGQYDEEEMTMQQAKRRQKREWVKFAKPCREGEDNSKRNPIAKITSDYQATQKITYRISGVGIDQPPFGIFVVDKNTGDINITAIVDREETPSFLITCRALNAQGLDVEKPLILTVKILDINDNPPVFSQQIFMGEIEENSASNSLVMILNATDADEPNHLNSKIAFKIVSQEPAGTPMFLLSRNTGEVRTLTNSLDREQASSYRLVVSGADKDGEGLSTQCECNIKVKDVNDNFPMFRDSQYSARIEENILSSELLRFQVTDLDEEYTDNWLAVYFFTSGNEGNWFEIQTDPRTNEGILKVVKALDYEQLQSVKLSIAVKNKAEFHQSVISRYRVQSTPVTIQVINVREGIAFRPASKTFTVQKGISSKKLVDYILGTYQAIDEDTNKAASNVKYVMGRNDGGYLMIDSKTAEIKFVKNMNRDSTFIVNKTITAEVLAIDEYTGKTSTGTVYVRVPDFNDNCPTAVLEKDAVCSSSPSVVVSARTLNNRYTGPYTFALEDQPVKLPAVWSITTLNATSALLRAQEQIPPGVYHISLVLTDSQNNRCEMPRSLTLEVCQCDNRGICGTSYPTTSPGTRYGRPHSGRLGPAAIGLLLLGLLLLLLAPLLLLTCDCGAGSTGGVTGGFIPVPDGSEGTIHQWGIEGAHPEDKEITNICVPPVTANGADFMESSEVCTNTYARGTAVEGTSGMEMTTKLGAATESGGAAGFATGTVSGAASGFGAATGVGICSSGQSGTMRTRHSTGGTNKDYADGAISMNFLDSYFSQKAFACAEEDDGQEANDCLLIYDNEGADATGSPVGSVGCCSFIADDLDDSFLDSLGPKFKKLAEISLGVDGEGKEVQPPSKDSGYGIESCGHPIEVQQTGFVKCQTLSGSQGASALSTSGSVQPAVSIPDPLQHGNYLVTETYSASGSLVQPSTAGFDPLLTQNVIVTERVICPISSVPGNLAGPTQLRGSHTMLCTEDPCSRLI
CDK5 p35 inh – blocks human CDK5/p35 kinase activity. Recombinant CDK5/p35, ADP-Glo luminescence, 60 min. inhibition, % at 10 µM. AID 488839. 330,000 tested, 0.01% active. Q00535+Q15078;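 active = highest replicate inhibition of at least 50% and at least 75% of replicates reaching 50%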;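 note: plate controls were DMSO neutral control for no effect and GW8510 at 10 µM for full effect; many of its hits are not listed in these tables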
SR-BI uptake up – activators of SR-BI mediated HDL lipid uptake. CHO ldlA[mSR-BI] cells, DiI-HDL uptake fluorescence, 3 h; 100 = double the neutral-control signal. activation, % at 12.5 µM. 320,000 tested, 0.096% active;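 active = mean replicate activation of at least 60% and every replicate at or above 60%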;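 note: 0% = median plate neutral-control signal and 100% = twice that signal; values of inactives mirror those of a sister screen read the other way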
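Material: SR-BI-overexpressing, LDLR-lacking CHO cells; schedule: compound exposure 3 h, 37 °C; reagent: DiI-labelled HDL at 10 µg/mL final; technique: bottom-read fluorescence, 550/595 nm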
SR-BI DiI inh – inhibitors of mouse SR-BI mediated HDL lipid uptake. inhibition, % at 12.5 µM. ldlA[mSR-BI] CHO cells, DiI-HDL uptake fluorescence, 3 h. 320,000 tested, 0.96% active. AID 488896. Q61009;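 active = mean replicate inhibition of at least 70% and a set share of replicates each scoring 70 or more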;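 note: 0% = median of neutral control wells and 100% = median of positive control wells; values of inactives mirror those of a sister screen read the other way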
MITF TRPM1 HTS – MITF TRPM1 promoter activation in melanoma cells | 300,000 tested, 0.75% active | SK-MEL-5 TRPM1-promoter luciferase, 24 h; % of positive control, neutral wells = 0 | activation, % at 12.5 µM | AID 588334;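 active = mean activation of at least 80% with every replicate also reaching 80%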;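 note: 0% = neutral control wells and 100% = parthenolide positive control wells; values of inactives mirror those of a sister screen read the other way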
PKA-R2B activ – PKA-R2B complex activation | 340,000 tested, 0.079% active | PKA-R2B holoenzyme dissociation, Cy5-IP20 fluorescence polarization; R2B truncated from residue 108, S112A mutant; 0% DMSO only, 100% 113 µM cGMP | AID 504700 | activation, % at 11.4 µM | P22694+P31323;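 active = activation above a cutoff set at the mean over all compounds plus 3 SD, cut at about 18% in these data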;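 note: higher means more holoenzyme dissociation and a rise in polarization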
PKA-R1A act – activators of PKA-R1A complex; P00514+P68181; PKA-R1A dissociation, Cy5-IP20 fluorescence polarization; scaled: DMSO 0%, 113 µM cGMP 100%; activation, % at 11.4 µM; 340,000 tested, 0.083% active;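 active = percent activation above the mean of all tested compounds plus 3 SD, cut at about 19% in these data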;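 note: higher means more PKAc released from R1A so a rise in polarization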
NSD2 HMT inh – NSD2 (human) methyltransferase inhibition | O96028 | NSD2 peptide methylation, AlphaScreen, 120 min | inhibition, % at 12.5 µM | 310,000 tested, 0.54% active | AID 743445; in the data active = inhibition above about 50%
Numbers without * were called inactive; x = not tested or not shown. Some of the compounds tested. The share of hits here may be higher or lower than overall.

SMILES	Arr AP2 block	dFosB act	Mot1-301 SUMO	DSG3 Ab inh	CDK5 p35 inh	SR-BI uptake up	SR-BI DiI inh	MITF TRPM1 HTS	PKA-R2B activ	PKA-R1A act	NSD2 HMT inh
CC(C)C(=O)Nc1ccc(S(=O)(=O)N2CC3CC(C2)c2cccc(=O)n2C3)cc1 (centres undefined)	x	2	-11	101	-0.1	22	-8	-2	-3	-7	-2
CCOP(=S)(OCC)Oc1cc(C)oc(=O)c1	14	0	-22	107	-0.4	1	-1	17	1	0	0
Oc1ccccc1C1NCc2ccccc2-n2cccc21 (centres undefined)	10	1	12	102	0.3	-33	33	-8	-2	-8	12
S=P(Nn1cnnc1)(c1ccc(Br)cc1)c1ccc(Br)cc1	4	-8	-10	106	-0.9	8	-8	-4	1	2	-1
COc1ccccc1-n1c(-c2ccoc2)nc2ccccc2c1=O	20	-5	-8	98	1.1	9	-9	6	-8	-14	0
CCOCCCNC(=O)CN1C2CCC1CC(O)(c1ccc(OC)cc1)C2 (centres undefined)	-6	1	0	106	2.1	-3	3	0	-2	-5	1
O=CC(Cl)P(=O)(N1CCCCC1)N1CCCCC1 (centres undefined)	-5	0	19	118	-9.1	5	-5	-7	7	-14	1
COc1cccc(OC)c1C(=O)NC(=S)N1C[C@H]2C[C@H](C1)c1cccc(=O)n1C2	20	1	5	101	2.1	16	-16	x	11	3	x
Cc1c(C)c2cc(Cl)c(OCC(=O)N3C[C@H]4C[C@@H](C3)c3cccc(=O)n3C4)cc2oc1=O	-1	-6	3	x	-2.6	-5	5	-5	-1	2	x
C=CCn1c(O)c(/C=N/NC(=O)c2ccncc2)c(=O)[nH]c1=O	-10	0	-20	x	1.1	x	x	x	6	-11	0
CC(C)(C)C1(CCO)C(=O)NC(=S)NC1=O	18	-4	x	116	-4.1	-8	8	3	-9	7	0
O=c1[nH]c(=O)n(CCC2=CCCCC2)c(O)c1C=NCCCn1ccnc1	7	0	1	111	-0.3	13	-13	-6	-3	-1	0
CC1=NCCc2c1[nH]c1ccccc21	9	-1	-4	79	1.9	-3	3	x	-1	-8	x
O=c1[nH]c(O)c(C=NC2CCCCC2)c(=O)[nH]1	4	1	-12	x	-0.9	10	-10	0	9	7	-3
CCC(=NCCc1ccccc1)c1c(O)[nH]c(=O)[nH]c1=O	9	-1	-4	110	0.1	8	-8	x	-2	0	-3
O=C(O)C1C2c3ccccc3C(c3ccccc32)C1C(=O)Nc1ccccc1 (centres undefined)	45	-10	840	x	0.6	7	-7	-3	-5	-2	-5
CN[C@H](C)[C@H](O)c1ccccc1	-9	-2	160	x	-0.1	15	-10	26	0	-5	x
CC(NCc1ccccc1Cl)C(O)c1ccccc1 (centres undefined)	7	-7	3	97	13	19	-19	25	-13	-6	-1
C[C@]1(O)CCC2C3CC[C@H]4C[C@@H](OC(=O)CNC(=O)CN)CC[C@]4(C)C3CC[C@@]21C (some centres undefined)	-2	-25	11	122	-0.3	-1	1	14	0	-1	2
CCCCN1C(=O)/C(=C\c2ccco2)C(=O)N(CCc2ccccc2)C1=O	1	-12	96	101	0.0	-3	3	x	-4	1	1
CCN(CC)C(=O)c1ccc(NC(=O)c2cccc(F)c2)cc1	-2	-4	x	101	0.5	-32	32	51	-16	-15	7
COc1cccc(C(=O)C2CN(C)CC2c2ccc(Cl)cc2)c1 (centres undefined)	-2	-4	-6	102	-1.9	3	-3	4	4	-4	3
CCOC(=O)c1cc(C(O)(C(=O)OC)C(F)(F)F)c(/N=C/N(C)C)o1 (centres undefined)	10	-15	11	95	-0.6	-2	2	-9	-6	-8	-2
COc1ccc(C(=O)C2CCCN(Cc3cnc(C)s3)C2)c(OC)c1 (centres undefined)	7	-6	2	94	-2.1	2	-2	-4	-9	2	0
CC(C)Oc1ccc(CC2(CCc3ccncc3)C(=O)NC(=O)NC2=O)cc1	1	5	7	x	0.3	10	-10	x	-12	-8	21
NCC(CC(=O)O)C1CCCCC1 (centres undefined)	2	-2	-18	110	-0.4	34	-34	1	-8	-10	x
CN(C)CC1CSCCC1(O)c1ccccc1Cl (centres undefined)	-6	0	2	99	0.5	19	-19	0	-5	1	-3
Cn1c(O)c(/C=N/N2CCOCC2)c(=O)n(-c2ccccc2)c1=S	5	-10	2	96	-0.4	15	-15	x	2	-6	-3
CCCC1(CCO)C(=O)NC(=S)NC1=O	5	-3	x	112	1.5	-4	4	-6	7	-2	-2
CN1CCC(N(C)Cc2cccnc2)CC1	-8	1	7	98	-0.7	30	-30	-7	-9	-4	-2
Cc1cc(C)n2nc(C)[n+](C)c2n1	-12	9	6	100	-1.3	15	-15	9	-6	-5	-2
C=CCn1c(O)c(C(C)=Nc2ccc(C(=O)OCC)cc2)c(=O)[nH]c1=O	1	-2	-3	101	1.8	13	-13	3	-6	10	1
Cc1ccc(N2C(=O)NC(=O)/C(=C/C=C/c3ccco3)C2=O)cc1	2	4	-15	98	-2.6	11	-11	-73	-13	-5	46
CCN(CC)CCCN=Cc1c(O)n(CCc2ccc(F)cc2)c(=O)[nH]c1=O	8	-4	12	105	0.1	11	-11	10	6	-12	9
COc1ccc(CN2CCN(c3ccccc3F)CC2)cc1O	0	-2	-4	97	1.6	9	-9	-3	2	3	-2
CN1CCN(CC#CCOc2ccc(Cl)cc2)CC1	26	7	-13	109	0.6	26	-26	11	-6	0	0
COc1ccc(/C=C/C(=O)NC(=S)N2C[C@H]3C[C@H](C2)c2cccc(=O)n2C3)cc1OC	-5	-9	127	110	-1.0	0	0	-2	-3	0	x
CN1CCN(/N=C/c2c(O)n(CCC3=CCCCC3)c(=S)[nH]c2=O)CC1	35	4	-4	x	-1.0	17	-17	x	-2	1	7
Cc1cc(=O)oc2c(C)c(OCC(=O)N3CCN(Cc4ccccc4)CC3)ccc12	18	-17	-9	103	-0.7	-4	4	5	7	3	34
[Cl][Pt+2][Cl].[NH-]C1CCCCC1[NH-] (centres undefined)	-18	-1	6	x	0.1	20	-20	-12	1	5	x
Cn1cc(C(=O)Cc2ccccc2)c2ccccc21	-7	-4	671*	94	-2.2	8	-8	5	1	-4	-1
O=C(Nc1ccc(F)cc1)c1c(O)c2c(n(Cc3ccccc3)c1=O)CCCC2	22	-7	-22	98	0.5	-43	43	12	4	-13	-3
COc1cc(OC)c(OC)cc1CN1CCN(C(=O)COc2ccc3ccccc3c2)CC1	23	-9	12	106	-0.4	x	x	-5	6	7	10
CC(C)[C@H]1C(=O)N2CCC[C@H]2[C@]2(O)O[C@](NC(=O)[C@@H]3C=C4c5cccc6[nH]cc(c56)C[C@H]4N(C)C3)(C(C)C)C(=O)N12	10	-23	12	97	1.0	12	-4	0	-4	5	x
CCC1([N+](=O)[O-])COP(=O)(NCc2cccnc2)OC1 (centres undefined)	-5	1	x	101	-1.1	24	-24	-6	2	-5	0
COc1cc2c(cc1O)CC1c3c(cc(O)c(OC)c3-2)CCN1C (centres undefined)	-10	-5	-2	98	2.2	-11	11	-1	-5	2	x
Clc1cccc(CNCCc2c[nH]c3ccccc23)c1	8	-2	20	101	-2.1	14	-14	27	14	-1	13
O=c1[nH]c(=O)n(-c2ccccc2F)c(O)c1C=NCCC1=CCCCC1	13	-13	13	96	0.0	23	-23	18	-4	2	-3
Clc1ccc(N2CCNCC2)nn1	-13	-1	-4	x	1.4	24	-24	-5	-1	-7	-1
Cc1ccc(N2C(=O)NC(=O)C3(Cc4ccccc4N4CCN(c5ccccc5)CC43)C2=O)cc1 (centres undefined)	7	-12	-6	94	-3.5	1	-1	10	-1	-7	12

(cont.)
SMILES	Arr AP2 block	dFosB act	Mot1-301 SUMO	DSG3 Ab inh	CDK5 p35 inh	SR-BI uptake up	SR-BI DiI inh	MITF TRPM1 HTS	PKA-R2B activ	PKA-R1A act	NSD2 HMT inh
Cc1ccsc1CNCCc1ccccc1F	3	4	4	101	0.2	14	-14	14	1	-11	1
CC(C)(C)c1cc(C=C(C#N)C#N)cc(C(C)(C)C)c1O	17	-3	-5	112	0.5	-50	50	-83	12	-7	x
CCC1(CC)C(=O)NC(=O)N(c2ccccc2)C1=O	5	2	x	105	-4.0	19	-19	0	2	1	x
CCOC(=O)[C@]12Cc3cc(OC)ccc3[C@H]1N(Cc1ccccc1)C(=O)c1cc(F)c(F)cc12	-3	3	x	102	-1.6	0	0	-1	-4	-9	x
Cc1cc(C(=O)O)c(C)n1C1CC1	-2	-2	4	103	0.0	7	-7	14	-1	1	1
COc1ccc(N=Cc2c(O)n(Cc3ccccc3)c(=S)[nH]c2=O)c(OC)c1	14	12	2	93	0.6	2	-2	35	-1	0	-4
CCOC(=O)c1c(C)n(CCOC)c2ccc(O)cc12	3	0	-4	x	1.1	-7	7	-3	2	10	-49
Cc1cccc(OP(N)(=O)Oc2cccc(C)c2)c1	3	1	3	105	-1.5	-12	12	8	-8	4	-6
Cc1ccc(CS(=O)(=O)CCC(=O)N2CCC3(CC2)OCCO3)cc1	-3	-2	-1	104	2.2	14	-14	-5	-3	-1	-4
O=C1C2CCCN2C(c2ccc(Cl)c(Cl)c2)N1c1ccccn1 (centres undefined)	6	-3	-1	x	1.2	16	-16	-2	-4	5	-10
C[C@H]1CCCC(=O)CCCCCc2cc(O)cc(O)c2C(=O)O1	13	-9	91	103	-1.1	1	19	-1	3	2	x
Cc1nc2c(=O)n(C)c(=O)nc-2n(C)n1	-2	-6	-19	82	2.6	22	-22	-109	14	1	x
COC(=O)C1=C(c2cc3ccccc3o2)C[C@@H]2CC[C@H]1N2C	4	-5	-11	97	-0.2	20	-20	-6	8	-2	x
Cn1c(O)c(C=NCCN2CCOCC2)c(=O)n(C)c1=S	0	3	11	102	0.5	-1	1	-5	0	1	-1
O=C(Cc1ccccc1)N1CCN(Cc2ccccc2Cl)CC1	49	-7	93	103	0.8	-2	2	-7	-10	-10	-3

Results in SR-BI uptake up and PKA-R2B activ, for some of the entries so far:
structure,SR-BI uptake up,PKA-R2B activ
O=C1C2CCCN2C(c2ccc(Cl)c(Cl)c2)N1c1ccccn1 (centres undefined),16,-4
C[C@H]1CCCC(=O)CCCCCc2cc(O)cc(O)c2C(=O)O1,1,3
Cc1nc2c(=O)n(C)c(=O)nc-2n(C)n1,22,14
